# Assay outcomes as filed in PubChem.
# Apaf1 inhib = inhibitors of human Apaf-1 apoptosome | O14727 | reconstituted apoptosome caspase-3 activity, DEVD-Rh110 fluorescence | inhibition, % at 20 µM | actives 0.71% (n = 330,000); active = inhibition of at least 40% at 20 µM;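 also: plate controls were DMSO wells for no effect and DEVD-CHO caspase inhibitor wells for full effect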
#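 Assay system – apoptosome proteins · Medium – Hepes buffer, pH 7.5 · Also added – cytochrome c with DEVD-Rh110 · Timing – 30 min compound preincubation, 50 min activation, room temperature · Detection – Rh110 fluorescence, excitation 480 nm, emission 540 nm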
# SENP7 inh = inhibitors of human SENP7 protease. Q9BQF6. recombinant SENP7, Z-RLRGG-aminoluciferin luminescence, 40 min. inhibition, % at 5 µM. actives 1.5% (n = 330,000);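 active = inhibition above about 50% at the single test dose, limit read from the data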;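 also: plate controls were DMSO with enzyme for no effect and no enzyme buffer wells for full effect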
# Target sequence (Q9BQF6 706-1050 limits assumed): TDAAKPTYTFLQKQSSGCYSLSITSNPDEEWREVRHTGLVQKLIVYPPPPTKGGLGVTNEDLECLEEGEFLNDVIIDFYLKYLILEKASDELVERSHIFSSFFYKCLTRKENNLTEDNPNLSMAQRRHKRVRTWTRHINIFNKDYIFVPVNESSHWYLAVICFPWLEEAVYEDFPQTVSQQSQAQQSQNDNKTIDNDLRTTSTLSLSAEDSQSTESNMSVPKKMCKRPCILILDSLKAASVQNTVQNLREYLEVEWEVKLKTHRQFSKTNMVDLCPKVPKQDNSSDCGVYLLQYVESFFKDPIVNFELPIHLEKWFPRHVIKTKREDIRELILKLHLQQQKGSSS
# SENP6 block = blocks the human protease SENP6; inhibition, % at 10 µM; actives 1.8% (n = 330,000); Q9GZR1; Recombinant SENP6 catalytic domain, aminoluciferin luminescence;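 active = inhibition above about 50% at the single tested dose, limit read from the data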;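 also: plate controls were DMSO wells with enzyme for no effect and DMSO wells lacking enzyme for full effect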
# Target sequence (Q9GZR1 628-1112 limits assumed): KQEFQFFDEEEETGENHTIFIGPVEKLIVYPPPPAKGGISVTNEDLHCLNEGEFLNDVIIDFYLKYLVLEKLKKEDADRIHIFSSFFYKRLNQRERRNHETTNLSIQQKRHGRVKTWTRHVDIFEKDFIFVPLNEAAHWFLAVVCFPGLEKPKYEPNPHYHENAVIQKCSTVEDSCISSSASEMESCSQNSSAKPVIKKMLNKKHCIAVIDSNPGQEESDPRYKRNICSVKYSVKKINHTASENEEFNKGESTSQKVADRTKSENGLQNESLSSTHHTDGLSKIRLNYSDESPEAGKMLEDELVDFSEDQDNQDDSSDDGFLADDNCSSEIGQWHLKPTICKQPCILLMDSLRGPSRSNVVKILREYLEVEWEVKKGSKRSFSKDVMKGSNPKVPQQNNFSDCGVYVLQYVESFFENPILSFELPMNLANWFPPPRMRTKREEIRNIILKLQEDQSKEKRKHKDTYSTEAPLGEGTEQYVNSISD
# HKDC1 inh = inhibitors of human hexokinase HKDC1. inhibition, % at 20 µM. recombinant HKDC1, G6PDH/diaphorase resazurin coupled fluorescence. actives 0.16% (n = 340,000);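 active = inhibition above about 35% when tested at 20 µM, limit read from the data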;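 also: plate controls were DMSO wells with enzyme for no effect and DMSO wells lacking enzyme for full effect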
#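 Test system: recombinant HKDC1 (HK5) hexokinase enzyme, produced in-house / Doses: 20 µM test compound, 1% DMSO / Timing: 90 min, room temperature / Detection: G6PDH/diaphorase-coupled fluorescence, 1 mM NADP, 100 µM resazurin, 525/613 nm / Control set: DMSO wells with and without enzyme mix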
# PfG6PD inh = PfG6PD (Plasmodium falciparum) enzyme inhibition. PfGluPho enzyme, NADPH resazurin-diaphorase fluorescence. inhibition, % at 20 µM. actives 0.78% (n = 350,000);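 active = inhibition reaching at least a set limit at 20 µM in the primary screen, cut at about 59% in these data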;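 also: 0% = DMSO wells with substrate and 100% = DMSO wells lacking glucose-6-phosphate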
# SENP8 block-1 = blocks the human protease SENP8 | Q96LD8 | purified SENP8, Z-RLRGG-aminoluciferin cleavage, luminescence | inhibition, % at 10 µM | actives 1.2% (n = 330,000) | AID 2540; in the data active = inhibition above about 50%
# Target sequence (Q96LD8 whole entry, looked up): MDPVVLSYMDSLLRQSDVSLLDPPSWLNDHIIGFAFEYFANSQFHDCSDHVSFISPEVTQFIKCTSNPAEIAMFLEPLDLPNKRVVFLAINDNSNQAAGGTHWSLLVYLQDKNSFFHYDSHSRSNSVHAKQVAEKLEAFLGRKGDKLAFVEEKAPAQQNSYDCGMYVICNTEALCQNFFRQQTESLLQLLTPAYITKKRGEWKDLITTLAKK
# SENP8 block-2 = blocks human SENP8 cleavage of Nedd8 substrate; AID 602440; inhibition, % at 20 µM; Q96LD8; actives 0.64% (n = 360,000); recombinant SENP8, Nedd8 substrate fluorescence; in the data active = inhibition mostly above about 40%, no sharp cut-off; inactive = mostly below about 27%
# SENP1 FRET inh = SENP1 (human) catalytic domain inhibition | Q9P0U3 | recombinant SENP1 catalytic domain, CyPet-SUMO1-YPet FRET cleavage | inhibition, % at 10 µM | actives 0.21% (n = 360,000) | AID 624204;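 active = inhibition at least 30% at 10 µM, raw YFP signal under a set limit, fluorescence ratio 0.5 to 1.5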;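 also: 0% = enzyme with DMSO and 100% = no enzyme wells; some results filed as inactive read as strong as hits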
#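 Compound: 10 µM single point, 0.5% DMSO; Test system: hSENP1 catalytic domain, recombinant; Timing: 50 min reaction at room temperature; Technique: FRET, CFP and YFP emission; Control set: no-enzyme wells low, DMSO-plus-enzyme wells high control.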
# Numbers without * were called inactive; x = not tested or not shown; & = joins results of further samples.
smiles	Apaf1 inhib	PfG6PD inh	SENP1 FRET inh	SENP6 block	SENP7 inh	SENP8 block-1	SENP8 block-2	HKDC1 inh
Cc1ccc(-c2nnc(SCC(C)C)n2C)cc1	5	1	3	-8	6	-7	15	1
COc1ccc(S(=O)(=O)N2CCNCC2)cc1	-4	4	1	4	15	-3	10	-2
Cc1cc2c(c(=O)n1CCN(C)C)C(c1ccc(Cl)cc1)C(C#N)=C(N)O2 (stereo not drawn)	-1	-6	-2	-2	3	-1	6	-12
Clc1ccc(-c2noc(/C=C/c3ccccc3)n2)cc1	-21	-2	0	-2	-1	2	4	-2
CC(=O)Nc1ccc(S(=O)(=O)NCCc2c[nH]c3ccc(C)cc23)cc1	4	-28	1	-16	15	-4	14	4
N#CC1=C(N)N(c2ccccc2)C(c2cccc([N+](=O)[O-])c2)C1(C#N)C#N (stereo not drawn)	12	4	5	-4	5	-6	29	-3
O=C(Nc1nc(-c2nc3ccccc3s2)cs1)c1ccco1	4	16	-5	-13	-6	2	-108	-1
CN(c1ccc(C(=O)NCc2ccc3c(c2)OCO3)cc1)S(C)(=O)=O	-24	-1	0	-2	9	-7	8	-8
C[C@H]1COC(=O)[C@H](Cc2ccc(F)cc2)C/C=C\C[C@H](CC(=O)N(CCO)Cc2ccccc2)C(=O)N1	6	-8	2	2	-5	-14	19	-5
CC1CCCCN1C(=O)c1cc(S(=O)(=O)N2CCOCC2)ccc1Cl (stereo not drawn)	0	5	0	-2	-1	-12	11	-5
COC(=O)CCC(C)N1CCC(Oc2ccc(C(=O)N3CCCC3)cc2)CC1 (stereo not drawn)	-15	-2	-7	-13	-8	-1	4	-4
Cc1cccc2nc(C(F)(F)F)nc(=O)n12	4	-15	-2	2	-3	0	-30	0
O=C(CSc1nnc(Cn2c(=O)sc3ccccc32)n1-c1ccccc1)NCC1CCCO1 (stereo not drawn)	-6	10	1	-1	1	5	8	-6
CC1CCCC(C)N1S(=O)(=O)c1ccc(Cl)cc1 (stereo not drawn)	5	-18	1	7	-2	-1	20	4
CCOC(=O)c1sc2nc3n(c(=O)c2c1C)CCC(C)CC3 (stereo not drawn)	-10	44	-11	-26	2	-5	-15	-4
CN(C)Cc1c(C(=O)N/N=C/CCc2ccccc2)nnn1-c1nonc1N	10	-13	4	-23	-12	-6	12	-1
CCS(=O)(=O)N1CCC2(CC1)OCCN2S(=O)(=O)c1ccc(C)cc1	2	5	1	7	-5	16	5	-4
CCOC(=O)COc1ccc2c(c1)C(=O)CC(C)(C)O2	2	0	-10	-16	6	-5	-360	-3
Cc1ccc(NCc2nnc(SC(C)C(=O)N/N=C/c3ccc(C)o3)n2-c2ccccc2)cc1 (stereo not drawn)	6	5	-1	-2	-7	5	15	1
O=C(NCCCl)Nc1cccnc1Cl	-3	0	1	-16	0	1	-5	-8
COC(=O)c1cc(C(=O)CSc2nc(C)cc(C)n2)ccc1O	0	-20	2	-6	-6	-8	-9	6
Cc1ccc(/C=N/NC(=O)COc2ccccc2-c2ccccc2)cc1	x	-6	1	x	x	x	18	-10
COc1ccc(CNCCS(=O)(=O)NCc2ccccc2)cc1	x	7	2	x	x	x	-1	-5
CCOCCc1nnc(NC(=O)CSc2ccccc2)s1	-10	7	2	-2	4	4	10	-1
COC(=O)c1ccc(NC(=O)c2cc3sccc3n2C)cc1	x	22	-23	x	x	x	-187	0
O=C(CCC(=O)NNC(=O)c1ccc([N+](=O)[O-])cc1)NCc1ccccc1	-7	-10	-1	6	6	-3	11	-13
Fc1cccc(Cl)c1Cn1nnc2c(N3CCC4(CC3)OCCO4)ncnc21	-5	3	0	4	8	3	20	-3
Cc1c(Cl)cnc(NC(=O)COC(=O)C2CCCC2)c1Cl	-3	0	-6	0	-5	-1	-9	9
O=C(Oc1cc2oc(=O)c3c(c2cc1Cl)CCCC3)c1cccs1	14	-3	-146	-33	-8	-9	-383	19
O=C(c1ccccc1)c1cccc2ccccc12	x	17	0	x	x	x	1	1
CC1(C)SC2C(NC(=O)COc3ccccc3)C(=O)N2C1C(=O)O (stereo not drawn)	-3&9	0&-13	0&2	7&4	-1&-4	2&-3	4&11	0&0
COc1ccc(N/C=C/c2nc(SC)nnc2C)cc1	24	25	-22	-10	-2	-6	36*	13
O=C(NCCc1ccc(Cl)cc1)c1ccc(CS(=O)Cc2ccccc2Cl)o1 (stereo not drawn)	6	-1	0	3	-2	2	16	-4
COc1ccc(Br)cc1S(=O)(=O)N1CCCC1	9	4	0	-22	-7	-7	14	-3
CC(NC(=O)c1c(O)c2ccccc2n(C)c1=O)c1ccccc1 (stereo not drawn)	15	-9	-1	-36	-10	-14	-17	-7
Cc1cc(NC(=O)CSc2ccc(-c3ccc4c(c3)OCO4)nn2)no1	-9	x	x	12	0	5	x	x
Cc1cc(C(=O)CSc2n[nH]c(N)n2)c(C)n1-c1cccc(F)c1	2	-13	-1	-18	-4	-4	2	0
O=C(Cc1ccc([N+](=O)[O-])cc1)Nc1cccc(C(F)(F)F)c1	6	14	2	5	-1	-2	-104	9
COc1ccccc1/C=C1/SC(=S)N(CCC(=O)Nc2cccnc2)C1=O	23	11	-11	-5	-8	-2	24	13
Cc1ccccc1OCc1n[nH]c(=S)n1Cc1ccccc1	15	7	3	-11	-9	-8	19	-9
CCC/C=N/NC(=O)c1ccccc1O	-4	12	2	-43	-1	-4	-92	-4
O=C(Nc1ccc(S(=O)(=O)NC2=NCCCCC2)cc1)c1cccc(S(=O)(=O)N2CCOCC2)c1	3	12	0	11	-3	6	2	-4
O=C1C(Nc2cccc(O)c2)=C(N2CCCCC2)C(=O)c2ccccc21	88*	53	-57	81*	41	63*	76*	18
O=C(NC1c2ccccc2-c2ccccc21)N1CCOCC1	-7	-12	1	-18	8	1	24	0
COc1ccc(C(=O)Nc2cccc(S(C)(=O)=O)c2)cc1	-9	-1	2	-11	0	-4	-1	-10
O=C(/C=C/c1ccc(OC(F)F)cc1)OCC(=O)N1CCc2ccccc21	-4	-7	2	-12	-2	2	-7	-3
O=C(c1cccc(S(=O)(=O)N2CCCCCC2)c1)N1CCN(Cc2ccccc2)CC1	x	7	2	x	x	x	2	0
COc1ccc(C2=NS(=O)(=O)N(C)C(C(=O)N3CCCCC3C)=C2)cc1 (stereo not drawn)	12	-4	4	-10	16	-16	-245	-5
Cc1noc(C)c1COc1ccccc1C(=O)NCCOc1ccccc1F	-5	2	0	3	-5	-3	-1	-4
CCCc1nc2oc3cc(OC)ccc3c(=O)c2c(=O)n1Cc1ccco1	13	15	-40	-16	-11	-7	6	-4
O=C(Nc1cc(S(=O)(=O)N2CCOCC2)ccc1N1CCOCC1)c1ccccc1[N+](=O)[O-]	-9	-6	2	-17	-3	12	-5	-1
CCOC(=O)c1cnc2c(-c3ccc(Cl)cc3)cnn2c1C	-2	8	-5	-9	10	-9	-6	-10
COc1ccc(OC)c(/C=C/C(=O)OCC(=O)N2CCCCC2)c1	-3	3	-21	-13	-1	15	-492	-5
CCCn1nc(C(=O)NC2CCCC2)c2ccccc2c1=O	4	-11	3	-4	4	-3	8	2
C/C(=N\Nc1nc(N2CCCCCC2)nc(N2CCCCCC2)n1)c1ccccc1	28	13	5	-13	7	2	18	-5
CS(=O)(=O)c1ccc2nc(NC(=O)Nc3cccc(Cl)c3)sc2c1	2	-18	-1	-39	0	-15	-136	1
CCN1C(=O)[C@H]2[C@@H](c3ccc(OC)cc3)N3C(=O)CN(CCOC)C(=O)[C@@]3(Cc3ccccc3)[C@H]2C1=O	-2	6	1	-6	-3	1	17	-1
Cc1cc(C)nc(SCC(=O)Nc2ccc(S(=O)(=O)Nc3onc(C)c3C)cc2)n1	-2	-4	0	-12	3	2	8	-3
CCOC(=O)c1c(C)[nH]c(C(=O)O)c1C	0	-20	0	-14	-1	-14	12	-3
COc1cc2c(cc1OC)CN(C(=O)CCCN1C(=O)c3ccccc3C1=O)CC2	3	13	-1	2	-3	0	-15	9

# Ordered by molecular weight (highest first): five of the compounds above.
smiles	Apaf1 inhib	PfG6PD inh	SENP1 FRET inh	SENP6 block	SENP7 inh	SENP8 block-1	SENP8 block-2	HKDC1 inh
COc1cc2c(cc1OC)CN(C(=O)CCCN1C(=O)c3ccccc3C1=O)CC2	3	13	-1	2	-3	0	-15	9
CS(=O)(=O)c1ccc2nc(NC(=O)Nc3cccc(Cl)c3)sc2c1	2	-18	-1	-39	0	-15	-136	1
CCCc1nc2oc3cc(OC)ccc3c(=O)c2c(=O)n1Cc1ccco1	13	15	-40	-16	-11	-7	6	-4
CCOC(=O)c1cnc2c(-c3ccc(Cl)cc3)cnn2c1C	-2	8	-5	-9	10	-9	-6	-10
CCCn1nc(C(=O)NC2CCCC2)c2ccccc2c1=O	4	-11	3	-4	4	-3	8	2

# The listing continues:
smiles	Apaf1 inhib	PfG6PD inh	SENP1 FRET inh	SENP6 block	SENP7 inh	SENP8 block-1	SENP8 block-2	HKDC1 inh
COc1ccc(CNC(=O)C(C)N2CCN(S(=O)(=O)c3ccccc3F)CC2)cc1 (stereo not drawn)	0	-10	0	-12	6	-6	22	0
CCOc1ccc(NC(=O)CC(Cc2ccc(Cl)cc2)C(=O)O)cc1 (stereo not drawn)	-2	-13	2	7	-1	-7	6	3
c1ccc2c(-c3csc(-c4ccncc4)n3)c[nH]c2c1	-10	21	13	22	6	-1	-31	-3
FC(F)(F)c1ccccc1/C=N/Nc1ccccn1	9	5	2	14	4	-9	9	4
COc1cccc(-c2c(C(=O)N/N=C(\C)c3cccs3)nnn2-c2nonc2N)c1	14	13	3	1	3	-1	-20	-6
CC(C(=O)Nc1ccc(N(C)C)cc1)N1C(=O)c2ccccc2S1(=O)=O (stereo not drawn)	6	7	2	0	-6	1	12	-1
O=C(CN1C(=O)C2C3C=CC(C3)C2C1=O)Nc1ccc(C(=O)O)cc1 (stereo not drawn)	-11	2	2	14	5	7	16	-3
O=S(=O)(c1ccc(Cl)cc1)N1CCN(c2ccc(N3CCOCC3)nn2)CC1	0	-11	-12	5	-5	-1	-347	1
N#Cc1cc2c(nc1SCC(=O)NCc1ccc3c(c1)OCO3)CCCCC2	-2	10	2	4	3	3	12	-8
CCOc1ccc(Cc2nnc(N)s2)cc1OCC	-9	8	0	-12	-2	-6	19	-4
CC(=O)N1CCc2cc(S(=O)(=O)NC(C(=O)NC(C)c3ccccc3)C(C)C)ccc21 (stereo not drawn)	-4	-17	2	-15	-9	-6	6	-6
O=C(OCc1c(Cl)cccc1Cl)c1ccccn1	-1	1	2	3	2	-3	9	-9
CCOc1ccc(CN2CCNC(=O)C2CC(=O)OC)cc1 (stereo not drawn)	8	-20	1	-4	-1	-1	2	4
CCSc1nnc(-c2sc3nnc(-c4ccccc4)c(-c4ccccc4)c3c2N)o1	10	-10	-20	-38	-6	-8	-13	8
COc1ccc(C(=O)C2CCCN(C(=O)c3ccnn3C)C2)c(C)c1 (stereo not drawn)	4	-8	0	-13	11	-6	6	-5

# The order is random; any-hit rate near 3.6%.
